TAAR1 antagonist – human TAAR1 antagonism; CHO RD-HGA16 TAAR1, Fluo-8 calcium fluorescence, antagonist; inhibition, % at 3 µM; AID 624466; 1.5% of 360,000 active; Q96RJ0;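 active = inhibition above a per-plate cutoff, the mean inhibition of test compounds on that plate plus 3 SD, cut at about 49% in these data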;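 also: 0% = DMSO plus EC80 beta-PEA response and 100% = DMSO alone without agonist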
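test system = CHO RD-HGA16 cells bearing hTAAR1 | replication = singlicate | controls = DMSO-only wells and EC80 β-PEA-stimulated wells | reagent = EC80 β-phenethylamine stimulus | read-out basis = percent inhibition of PEA-evoked calcium signal, max/basal emission ratio | schedule = seeding 17-24 h prior, 75-min 37 °C, 30-min RT dye loading | signal = kinetic Fluo-8 calcium fluorescence measurement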
M1 antag – antagonists of human M1 muscarinic receptor; P11229; CHO-K1 hM1, Fluo-8 calcium fluorescence, ACh EC80 antagonist; inhibition, % at 3 µM; 1.3% of 360,000 active; AID 588852;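 active = percent inhibition above its own plate's cutoff, namely the mean of that plate's compound wells plus 3 SD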;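 also: peak over basal fluorescence ratio during 140 s after agonist addition; 0% = ACh EC80 plus DMSO and 100% = DMSO alone without agonist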
Target sequence (P11229 whole entry, looked up): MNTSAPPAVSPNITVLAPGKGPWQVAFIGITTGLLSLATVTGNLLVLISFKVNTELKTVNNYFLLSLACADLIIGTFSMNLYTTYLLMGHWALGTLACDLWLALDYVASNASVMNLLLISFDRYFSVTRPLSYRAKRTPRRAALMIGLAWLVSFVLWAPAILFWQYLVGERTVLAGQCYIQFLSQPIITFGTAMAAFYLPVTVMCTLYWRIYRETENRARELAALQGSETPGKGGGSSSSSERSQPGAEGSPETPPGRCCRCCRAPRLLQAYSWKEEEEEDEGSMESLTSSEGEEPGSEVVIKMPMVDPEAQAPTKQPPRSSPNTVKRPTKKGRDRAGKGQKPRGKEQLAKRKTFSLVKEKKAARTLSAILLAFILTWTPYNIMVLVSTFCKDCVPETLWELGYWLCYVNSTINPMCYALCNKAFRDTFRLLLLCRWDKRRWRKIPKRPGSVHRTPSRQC
TAAR1 agonist – agonists of human TAAR1 | 0.99% of 360,000 active | activation, % at 3 µM | Q96RJ0 | CHO RD-HGA16 TAAR1, Fluo-8 calcium fluorescence; vehicle wells 0%, saturating PEA agonist 100%;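 active = activation above the mean activation of all test compounds in the run plus 3 SD, cut at about 38% in these data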
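System: CHO-derived RD-HGA16 cells with stable Gα16 and human TAAR1. Times: 17-24 h plating, Fluo-8 75 min 37 °C, 30 min RT. Measured by: calcium-sensitive Fluo-8 signal, excitation 470-495, emission 515-575 nm. Read-out basis: % activation relative to PEA EC100 response. Control set: DMSO and PEA EC100. Repeats: no replicates (n 1).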
M1 ag – human M1 muscarinic receptor agonism; AID 588814; CHO-K1 hM1, Fluo-8 calcium fluorescence, agonist mode; 0% DMSO, 100% acetylcholine EC100; P11229; activation, % at 3 µM; 0.33% of 360,000 active;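 active = activation above the run's mean compound activation plus 3 SD, cut at about 16% in these data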;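 also: peak over basal fluorescence ratio within a 140 s kinetic read after compound addition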
CHO parental Ca – counter-screen: ATP calcium response change in parental CHO cells; 0.63% of 330,000 active; AID 463079; inhibition, % at 5.6 µM; parental CHO-K1, ATP-induced calcium, Fluo-8 fluorescence;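 active = inhibition above that plate's mean sample inhibition plus 3 SD, cut at about 26% in these data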;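 also: 0% = ATP-challenged DMSO wells and 100% = DMSO wells without ATP; some compounds past the cut are filed as inactive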
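test system = CHO parental line | reagent = ATP stimulus | measured by = intracellular calcium via Fluo-8 no-wash fluorescent dye | control set = ATP and no-ATP DMSO wells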
CHO-K1 Ca PAM – counter-screen for M1 PAMs: effect in parental CHO-K1 cells; ATP EC20, Fluo-8 calcium fluorescence; 0% at ATP EC20, 100% at ATP max; activation, % at 3 µM; 0.02% of 360,000 active; AID 602247;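 active = activation above the run cutoff, the mean activation of all test compounds plus 3 SD, cut at about 40% in these data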;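 also: peak over basal fluorescence ratio in a 140 s read after ATP addition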
CHO-K1 Ca antag – nonselective inhibitor or artifact in parental CHO-K1 cells. AID 602250. 0.6% of 360,000 active. inhibition, % at 3 µM. ATP-induced calcium, Fluo-8 fluorescence;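 active = inhibition above a per-plate cutoff, the plate's mean sample inhibition plus 3 SD, cut at about 24% in these data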;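 also: 0% = DMSO plus EC80 ATP and 100% = DMSO alone without ATP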
CHO-K1 Ca ag – M1 agonist counterscreen hit in parental CHO-K1 cells; Fluo-8 calcium fluorescence; scaled to maximal ATP response, vehicle zero; activation, % at 3 µM; AID 602248; 0.48% of 360,000 active; in the data active = activation above about 15%;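 also: untransfected CHO-K1 host cells lacking M1 receptor as counterscreen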
OXTR potentiate – potentiators of human oxytocin receptor; P30559; activation, % at 3 µM; CHO-OTR cells, Fluo-8 calcium fluorescence, potentiator mode; 0% = oxytocin EC15, 100% = EC100; AID 2445; 0.061% of 320,000 active;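 active = activation above that plate's cutoff, the mean activation of tested compounds plus 3 SD, cut at about 6.6% in these data, passing the limit was not always enough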;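 also: 100% uses oxytocin at 75 nM as the full agonist control; some results filed as inactive read as strong as hits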
Target sequence (P30559 whole entry, looked up): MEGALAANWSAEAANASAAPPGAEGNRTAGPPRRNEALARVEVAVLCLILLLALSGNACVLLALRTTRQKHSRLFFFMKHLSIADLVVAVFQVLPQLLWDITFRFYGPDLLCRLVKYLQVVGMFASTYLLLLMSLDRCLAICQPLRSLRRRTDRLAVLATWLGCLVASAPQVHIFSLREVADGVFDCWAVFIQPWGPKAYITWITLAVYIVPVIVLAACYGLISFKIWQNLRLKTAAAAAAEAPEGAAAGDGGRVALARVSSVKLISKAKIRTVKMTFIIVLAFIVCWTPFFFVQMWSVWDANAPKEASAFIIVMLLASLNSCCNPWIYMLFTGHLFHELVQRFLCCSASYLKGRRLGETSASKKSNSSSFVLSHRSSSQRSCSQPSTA
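Material: CHO-OTR cells, human receptor; compound dosing: single dose, 3.0 µM nominal final compound concentration; schedule: 6 min compound pre-incubation at room temperature, 100 s kinetic read; measured by: kinetic Fluo-8 calcium fluorescence; read-out basis: % activation vs EC15 and EC100 oxytocin; controls: EC15 oxytocin alone as 0%, 75 nM oxytocin as 100%; replicates: singlicate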
Starred values were filed as active, the others as inactive; . = no result given.

entry	compound	M1 antag	CHO-K1 Ca ag	CHO-K1 Ca PAM	CHO-K1 Ca antag	TAAR1 agonist	CHO parental Ca	TAAR1 antagonist	OXTR potentiate	M1 ag
1	Cn1cc(-c2csc(C(O)(c3ccccc3)C(F)(F)F)n2)cn1 (configuration not stated)	-6	0.3	3	-24	0	.	9	.	-6
2	O=C(c1ccccc1)c1ccc2nc(-c3ccc(NC(=O)c4ccccc4Br)cc3)[nH]c2c1	11	4.8	19	9	12	20	68*	-4	-4
3	O=[N+]([O-])c1cccc(S(=O)(=O)Nc2ccc(S(=O)(=O)NCC3CCCO3)cc2)c1 (configuration not stated)	-9	1.1	3	-3	1	3	-19	8	-1
4	CSCCC(NC(N)=O)C(=O)NCc1ccc(Cl)cc1 (configuration not stated)	-6	0.1	4	2	9	-7	-8	-11	-4
5	CC(C)(C)N(Cc1ccccc1)C(=O)CN1C(=O)NC2(CCCCCC2)C1=O	3	-0.2	-7	2	14	-11	12	-5	-1
6	CC(C(=O)N(C1CC1)C1(C(=O)Nc2ccccc2)CCCC1)N1C(=O)c2ccccc2C1=O (configuration not stated)	-5	1.3	30	-10	9	-24	-13	-8	-4
7	Cc1ccc(C(=O)O/N=C(\N)c2ccccc2)c(Cl)c1	5	0.3	-9	-9	21	0	-14	-1	0
8	O=C(Nc1nccs1)C1CCCN(S(=O)(=O)c2cccc3cccnc23)C1 (configuration not stated)	-1	4.9	6	4	11	-7	50*	-9	1
9	Cc1ccc(NC(=O)c2ccc(C#CC3(O)CCCCC3)cc2)cc1C	-10	0.8	11	-19	9	6	21	-6	-3
10	Cc1cc(C)nc(NC(=NCCc2c[nH]c3ccccc23)NC(=O)Nc2ccccc2)n1	21*	3.2	16	8	3	-1	64*	-9	-5
11	NC(=O)CCCn1c(C(=O)c2ccc(Cl)cc2)c2ccc(C(F)(F)F)cc2[n+]1[O-]	6	1.0	11	-6	0	-13	14	5	-5
12	COc1ccc(N=Cc2ccccc2O)cc1	-9	0.7	-11	3	1	.	-8	.	-2
13	CCC(=O)Nc1cccc(NC(=O)c2ccccc2Cl)c1	0	0.1	2	4	2	-11	11	-9	-3
14	CC(=O)Nc1ccc(S(=O)(=O)N2CCC(N3CCCCC3)CC2)cc1	10	-0.6	5	2	2	-6	-15	1	-6
15	Cc1cc(C)c(C(=O)N(C)C2CCCN(Cc3ccccc3F)C2)o1 (configuration not stated)	-11	0.1	0	-8	0	-20	-3	2	-6

entry	compound	M1 antag	CHO-K1 Ca ag	CHO-K1 Ca PAM	CHO-K1 Ca antag	TAAR1 agonist	CHO parental Ca	TAAR1 antagonist	OXTR potentiate	M1 ag
16	O=C(Nc1ccc2c(c1)OCO2)c1noc2c1CCCCC2	1	2.2	22	-17	30	-19	-21	-9	-7
17	CCC1=NN(C(=O)Cc2ccc([N+](=O)[O-])cc2)C(O)(C(F)(F)F)C1 (configuration not stated)	-9	1.8	-8	-5	6	-11	1	-9	-2
18	CCOC(=O)CC(=O)NC(CC(=O)OC)c1ccc(C(C)C)cc1 (configuration not stated)	8	0.6	24	-16	6	-19	-2	-12	-3
19	COC(=O)C1CCN(C(=O)c2cc(=O)[nH]c3ccccc23)CC1	20	-0.1	-14	7	2	3	-9	-7	-3
20	CON(C)S(=O)(=O)c1cccc(C(=O)Nc2cccc(S(=O)(=O)NC3=NCCCCC3)c2)c1	3	4.3	11	-18	10	.	7	.	-5
21	CC(=O)Nc1ccc(C(=O)NNC(=O)c2cccs2)cc1	-3	6.7	15	4	2	-12	5	1	-3
22	O=C(Cn1c2[n+](c3ccc(C(F)(F)F)cc31)CCCCC2)c1ccc2c(c1)OCCO2	-5	0.3	-2	8	4	-9	1	-1	-12
23	Cc1ccc(S(=O)(=O)N2CCN(C(=O)CCC(=O)N3CCc4ccccc43)CC2)cc1	-17	1.2	13	-6	7	-6	2	-6	-2
24	CNC(=S)NNC(=O)c1cccc(C(F)(F)F)c1	-4	0.4	11	-9	7	-5	-1	-2	-2
25	CCOC(=O)c1cnn(-c2ccccc2)c1-c1ccccc1	4	1.0	22	-10	21	-22	4	-7	-4
26	Cc1ccc2c(CSc3nc4ccccc4c(=O)n3CCCO)cc(=O)oc2c1C	10	3.5	24	-13	9	-18	23	-21	-1
27	Cc1csc(NC(=O)c2ccccc2)n1	-2	0.0	-7	-2	0	2	1	-13	1
28	O=C(NCC(=O)N1CCCC(C(F)(F)F)C1)c1ccco1 (configuration not stated)	-10	0.1	5	-8	7	-11	4	-3	1
29	Cc1ccccc1C(=O)NCC(=O)NNC(=O)CCN1CCN(c2ccccc2)CC1	-23	0.9	1	-6	0	-16	-3	1	-1
30	O=C(OCC(=O)N1CCc2ccccc21)c1ccccc1[N+](=O)[O-]	12	0.6	-9	9	2	-16	6	-6	-5

Sorted by number of heavy atoms (ascending): part of the list above.
entry	compound	M1 antag	CHO-K1 Ca ag	CHO-K1 Ca PAM	CHO-K1 Ca antag	TAAR1 agonist	CHO parental Ca	TAAR1 antagonist	OXTR potentiate	M1 ag
12	COc1ccc(N=Cc2ccccc2O)cc1	-9	0.7	-11	3	1	.	-8	.	-2
19	COC(=O)C1CCN(C(=O)c2cc(=O)[nH]c3ccccc23)CC1	20	-0.1	-14	7	2	3	-9	-7	-3
17	CCC1=NN(C(=O)Cc2ccc([N+](=O)[O-])cc2)C(O)(C(F)(F)F)C1 (configuration not stated)	-9	1.8	-8	-5	6	-11	1	-9	-2
5	CC(C)(C)N(Cc1ccccc1)C(=O)CN1C(=O)NC2(CCCCCC2)C1=O	3	-0.2	-7	2	14	-11	12	-5	-1

Additional entries follow:
entry	compound	M1 antag	CHO-K1 Ca ag	CHO-K1 Ca PAM	CHO-K1 Ca antag	TAAR1 agonist	CHO parental Ca	TAAR1 antagonist	OXTR potentiate	M1 ag
31	COc1cccc(C2c3[nH]c4ccccc4c3CCN2Cc2cccc(C)n2)c1 (configuration not stated)	-4	1.3	-5	-5	2	-24	-21	-10	-12
32	CCc1cccc(CC)c1NC(=O)CN1CCN(S(=O)(=O)c2ccccc2)CC1	-12	0.9	-9	-6	2	-17	9	-4	-2
33	CN1C(=O)/C(=C/c2ccc(C(=O)NC3CCCC3)cc2)Oc2ccccc21	-9	0.7	20	-8	0	-9	-4	7	-4
34	O=[N+]([O-])c1ccccc1OCC(O)CN1CCN(CC(O)COc2ccccc2[N+](=O)[O-])CC1 (configuration not stated)	6	5.4	-4	2	21	-7	39	4	-5
35	Cc1ccccc1C(=O)NC(=S)NCc1cccnc1	9	0.3	-15	-3	3	-15	-9	-4	-3
36	O=C(NNC1CC(=O)N(c2ccc(F)cc2)C1=O)c1cccnc1 (configuration not stated)	-3	0.7	-8	13	2	-4	-48	1	1
37	COc1ccc(NC(=O)CON=CC(=O)Nc2ccc(C)cc2)c(OC)c1	-1	-0.2	16	0	1	-29	-15	3	-5
38	CCOc1cc(C(=O)NC(=S)Nc2nc(C)cc(C)n2)cc(OCC)c1OCC	-14	2.4	1	-6	0	-17	-17	-10	-6
39	CCCCC(C(=O)O)C(C)CC(=O)Nc1ccn(-c2ccccc2)n1 (configuration not stated)	-7	0.5	10	-10	0	-4	16	-15	-3
40	COc1ccc(S(=O)(=O)N2CCC(C(=O)NCC(=O)Nc3c(C)cccc3C)CC2)cc1OC	-6	-0.8	-17	4	-1	.	-4	.	5
41	Cc1ccccc1NC(=S)Nc1cccc([N+](=O)[O-])c1	5	0.0	-7	15	13	-5	3	-4	4
42	C[C@H]1CN([C@@H](C)CO)C(=O)c2cccc(NC(=O)C3CC3)c2O[C@H]1CN(C)Cc1ccc(-c2ccccc2)cc1	5	3.0	-15	-5	15	-17	24	-4	1
43	O=C(NCc1cccs1)Nc1ccc(Cl)cc1	2	2.4	-2	-6	10	12	7	-9	-2
44	O=C(Nc1ccccc1[N+](=O)[O-])C1=C(O)CCn2c1nc1ccccc12	-12	0.1	-12	-8	4	-13	-3	2	3
45	CCC(C)(C)c1ccc(OCC(=O)N(C)C)c(C(C)(C)CC)c1	2	-0.5	-11	12	4	-11	-10	-14	-7

Taken from above.
In CHO-K1 Ca PAM, `CCCCC(C(=O)O)C(C)CC(=O)Nc1ccn(-c2ccccc2)n1` (configuration not stated) is listed with 10
In CHO-K1 Ca ag, `CCOc1cc(C(=O)NC(=S)Nc2nc(C)cc(C)n2)cc(OCC)c1OCC` is listed with 2.4
In CHO-K1 Ca ag, `O=C(Nc1ccccc1[N+](=O)[O-])C1=C(O)CCn2c1nc1ccccc12` is listed with 0.1
In CHO-K1 Ca antag, `Cc1ccccc1NC(=S)Nc1cccc([N+](=O)[O-])c1` is listed with 15
In M1 antag, `O=[N+]([O-])c1ccccc1OCC(O)CN1CCN(CC(O)COc2ccccc2[N+](=O)[O-])CC1` (configuration not stated) is listed with 6

The listing continues.
entry	compound	M1 antag	CHO-K1 Ca ag	CHO-K1 Ca PAM	CHO-K1 Ca antag	TAAR1 agonist	CHO parental Ca	TAAR1 antagonist	OXTR potentiate	M1 ag
46	CCOc1ccc(NC(=O)COC(=O)CN2CCCCCC2=O)cc1	2	0.2	4	-9	3	-19	-29	4	-4
47	CCNC(=O)C1Cc2ccccc2CN1S(=O)(=O)c1ccc(F)cc1 (configuration not stated)	7	6.9	18	-10	2	-14	-31	3	2
48	O=C(NNC(=O)c1ccc(S(=O)(=O)N2CCOCC2)cc1)c1ccccc1	-11	0.8	15	-12	5	8	-4	-9	-2
49	COc1ccccc1C(c1nnnn1C1CCCC1)N1CCN2CCCC2C1 (configuration not stated)	6	0.3	14	-25	4	-25	12	-4	-7

This is a random part of the collection; about 4.2% have a hit in one of these screens.
